# Compound activity deposited in PubChem BioAssay by National Center for Advancing Translational Sciences (NCATS).
# TrxR1 substrate: qHTS Assay for Substrates of Mammalian Selenoprotein Thioredoxin Reductase 1 (TrxR1): qHTS; Thioredoxin reductase 1, cytoplasmic (Rattus norvegicus), O89049; purified TrxR1 substrate turnover, NADPH consumption readout; Potency, µM (titrated, usually from 114 µM), inactives show at the highest dose activity change, negative = substrate turnover; 390,000 tested, 0.01% active; AID 588456, 2011; note: potency is the fitted concentration of half-maximal effect; % is set by controls: 0 for no effect and ±100 for the full control effect; nearly all actives have a fitted effect of over 50% in size
# Target sequence (O89049 whole entry, looked up): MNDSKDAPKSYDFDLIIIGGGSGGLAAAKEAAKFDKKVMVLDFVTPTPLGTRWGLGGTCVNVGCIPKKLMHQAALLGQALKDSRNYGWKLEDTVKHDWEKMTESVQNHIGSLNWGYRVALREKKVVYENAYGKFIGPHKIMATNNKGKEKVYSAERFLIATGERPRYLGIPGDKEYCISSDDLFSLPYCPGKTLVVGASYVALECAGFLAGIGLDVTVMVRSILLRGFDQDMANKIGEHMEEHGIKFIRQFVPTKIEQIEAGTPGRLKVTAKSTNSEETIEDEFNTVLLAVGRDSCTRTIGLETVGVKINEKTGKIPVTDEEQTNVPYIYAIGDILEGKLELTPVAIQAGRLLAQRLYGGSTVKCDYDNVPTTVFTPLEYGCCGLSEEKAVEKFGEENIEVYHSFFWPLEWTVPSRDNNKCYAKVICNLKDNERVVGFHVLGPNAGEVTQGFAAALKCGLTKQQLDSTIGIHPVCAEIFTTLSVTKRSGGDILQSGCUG
#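 Rat TrxR1, dispensed at 90 nM, was prereduced with 400 uM NADPH (final) for 5 min at ~22 deg C, then incubated with compound 15 min before 400 uM selenite. A first-read NADPH fluorescence drop versus no-compound background flagged substrates.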
# PI4K2A block: qHTS for small molecular inhibitors of PI4K2A; Phosphatidylinositol 4-kinase type 2-alpha (Homo sapiens), Q9BTU6; purified PI4K2A, ADP-Glo luminescence, 1 h; active compounds read low; activity change, negative = inhibition, % at 76.9 µM; 420,000 tested, 0.13% active; in the data active = activity change below about -50%; inconclusive = mostly about -30% to -49%;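 note: -100% = wells without enzyme as full effect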
# Target sequence (Q9BTU6 whole entry, looked up): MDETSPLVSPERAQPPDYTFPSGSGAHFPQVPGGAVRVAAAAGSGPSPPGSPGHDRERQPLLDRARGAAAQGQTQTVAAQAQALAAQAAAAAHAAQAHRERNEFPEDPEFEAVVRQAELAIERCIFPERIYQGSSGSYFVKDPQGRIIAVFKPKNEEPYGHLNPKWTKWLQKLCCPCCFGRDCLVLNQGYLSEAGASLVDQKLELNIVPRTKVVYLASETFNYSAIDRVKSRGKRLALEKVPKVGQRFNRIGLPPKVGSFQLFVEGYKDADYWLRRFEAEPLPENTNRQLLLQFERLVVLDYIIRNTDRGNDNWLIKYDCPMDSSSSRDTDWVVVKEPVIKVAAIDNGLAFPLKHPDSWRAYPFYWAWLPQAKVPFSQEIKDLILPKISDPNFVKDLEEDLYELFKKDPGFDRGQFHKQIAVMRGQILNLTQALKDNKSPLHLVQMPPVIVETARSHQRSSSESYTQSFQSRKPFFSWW
#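 PI4K2A activity was measured by ADP-Glo luminescence: enzyme (4 ug/mL stock) and phosphatidylinositol (1.2 mM stock) in Tris pH 7.5/MgCl2/EGTA/Triton X-100 buffer were reacted with ATP (300 microM stock) for one hour at ambient temperature.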
# Glioma ERSR ind: qHTS for Inducers of the Endoplasmic Reticulum Stress Response (ERSR) in Human Glioma: qHTS. 420,000 tested, 0.02% active. U87-MG GRP78 promoter luciferase reporter, 16 h. Potency, µM, for inactives: top-dose activation, hits mostly activators; note: potency is the fitted concentration of half-maximal effect; series mostly up to about 76 µM; % of control where 0% means no effect; nearly all actives have a fitted effect of over 35% in size
#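 Stably transfected U87-MG human glioma cells carrying a GRP78-based luminescent sensor were seeded at 1000 cells/well, pin-dosed with compounds and incubated 16 h. Luciferase reagent was then added, and end-point luminescence was read after 10 min at room temperature.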
# USP1-UAF1 inh: Inhibitors of USP1/UAF1: Primary Screen. Potency, µM (highest dose often 57.1 µM), without a hit: top-dose activity change, negative = inhibition, hits mostly inhibitors. recombinant USP1/UAF1, Ub-Rhodamine cleavage fluorescence. Ubiquitin carboxyl-terminal hydrolase 1 (Homo sapiens), O94782. 390,000 tested, 0.23% active; note: potency is the fitted concentration of half-maximal effect; % is set by controls: 0 for no effect and ±100 for the full control effect; nearly all actives have a fitted effect of over 60% in size; inactives centre near -12
#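 Step one: compound is pinned into 1nM USP1/UAF1 in HEPES pH 7.8 buffer with TCEP. Step two: 15 min room-temperature incubation. Step three: Ub-Rho (150nM final) starts cleavage, tracked by fluorescence over six one-minute reads.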
# mIDH1 inhibitor: qHTS for Inhibitors of mutant isocitrate dehydrogenase 1 (IDH1): qHTS; IDH1-R132H enzyme, NADPH consumption, diaphorase/resazurin fluorescence; Isocitrate dehydrogenase [NADP] cytoplasmic (Homo sapiens), O75874; Potency, µM (doses to about 76.6 µM), for the others: top-dose activity change, negative = inhibition, usual class: inhibitors; 390,000 tested, 0.093% active; AID 602179, 2012; note: potency is the fitted concentration of half-maximal effect; % is set by controls: 0 for no effect and ±100 for the full control effect; nearly all actives have a fitted effect of over 65% in size
#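 IDH1-R132H (0.5 ug/mL dispensed) in pH 7.5 Tris buffer was preincubated 30 min with compound, then given a substrate mix of 0.016 mM NADPH and 2 mM alpha-KG for 80 min at room temperature; remaining NADPH was read by diaphorase/resazurin fluorescence.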
# Vif-APOBEC3G blk: qHTS for Inhibitors of Vif-A3G Interactions: qHTS; 410,000 tested, 0.076% active; HeLa A3G-eYFP + Vif (tagged APOBEC3G with the HIV-1 protein that degrades it), YFP fluorescence, overnight; DNA dC->dU-editing enzyme APOBEC-3G (Homo sapiens), Q9HC16; Potency, µM (series often up to 46.1 µM), for the others: at the top dose activity, negative = active, most hits filed as inhibitors;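 note: potency is the fitted concentration of half-maximal effect; % is set by controls: 0 for no effect and ±100 for the full control effect; nearly all actives have a fitted effect of over 60% in size; hits raise eYFP signal because A3G escapes Vif-driven loss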
#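 Read-out is eYFP fluorescence (Ex 488/Em 500-530) from Vif-expressing HeLa A3G-eYFP cells; more signal means A3G escaped Vif-mediated degradation. Cells plated overnight, compound pinned in, incubated overnight at 37 deg C.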
# Vif-APOBEC3F blk: qHTS for Inhibitors of Vif-A3F Interactions: qHTS | HeLa A3F-eYFP + Vif (tagged APOBEC3F with the HIV-1 protein that degrades it), YFP fluorescence increase | Potency, µM (highest dose often 46.1 µM), for the others: top-dose activity, negative = active | 390,000 tested, 0.2% active; note: potency is the fitted concentration of half-maximal effect; % of control where 0% means no effect; nearly all actives have a fitted effect of over 65% in size
#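 HeLa cells stably expressing A3F-eYFP plus Vif, plated and incubated overnight at 37 deg C, then exposed to compounds overnight at 37 deg C. Blocked degradation read as raised yellow fluorescence (Ex 488/Em 500-530).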
# LDHA block: qHTS assay for inhibitors of human lactate dehydrogenase; L-lactate dehydrogenase A chain (Homo sapiens), P00338; purified LDHA, NADH/diaphorase-resazurin fluorescence; active compounds read low; activity change, % (values are at about 110 or 230 µM); 480,000 tested, 0.15% active; AID 1347041, 2019; in the data active = activity change below about -30%; inconclusive = mostly about -25% to -30%;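 note: plate controls were DMSO wells for no effect and wells without enzyme for full effect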
#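 Human LDH5 (2 nM) was incubated with 0.06 mM NADH and 0.2 mM pyruvate for 5 min at room temperature in Tris pH 7.4. Remaining NADH was coupled through diaphorase/resazurin, and resorufin fluorescence was read at 0 and 20 min.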
# RXFP1 agonist: qHTS Assay for Agonists of the Relaxin Receptor RXFP1 | HEK293T-RXFP1 cAMP TR-FRET, 30 min; response scale: percent of porcine relaxin response, buffer zero | 370,000 tested, 0.3% active | Potency, µM (highest dose often 57.5 µM), for inactives: at the highest dose activation, hits mostly activators | AID 2676, 2010 | Relaxin receptor 1 (Homo sapiens), Q9HBX9; note: potency is the fitted concentration of half-maximal effect; % is set by controls: 0 for no effect and ±100 for the full control effect; nearly all actives have a fitted effect of over 60% in size; many of its hits are not listed in these tables
#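 HEK293 cells stably expressing RXFP1, treated 30 min at 37C with compounds plus PDE4 inhibitor Ro 20174; cAMP measured by HTRF TR-FRET. Normalized to buffer and 29 nM porcine relaxin; EC50 by Hill fit.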
# * hit, by the source's call; ? = inconclusive; / = no result given; [ ] = another dose, or the depositor's remark. Unless noted, calls come from the whole dose curve; as a rule, active = well fitted curve in the direction sought with a large enough effect; inconclusive = small, poorly fitted or top-dose-only effect, or another doubt; inactive = no such curve, though single readings can be large; an effect the other way counts as inactive or inconclusive. These rows are one share of the data (hit frequency here may not be typical).
no. | molecule | TrxR1 substrate | PI4K2A block | Glioma ERSR ind | USP1-UAF1 inh | mIDH1 inhibitor | Vif-APOBEC3G blk | Vif-APOBEC3F blk | LDHA block | RXFP1 agonist
1 | Cc1cccc(-c2oc3ccccc3c2C#CCCO)c1 | 24% | 2 | -1% | ? | -5% | -14% | -3% | 0 | 1.6%
2 | CN(C(=O)c1cccc(NC(=O)Cc2ccc(NC(=O)C3CCCN(C(=O)C4CCCC4)C3)cc2)c1)C1CC1 (configuration not stated) | 5% | 0 | 0% | -29% | -13% | 0% | -3% | 3 | /
3 | COc1ccc(CNc2ccc3cc(S(=O)(=O)N4CCCCC4)ccc3n2)cc1 | 11%[57.1 µM] | -3 | -5% | -2% | 3% | 1% | 4% | 1 | -1.2%
4 | Cn1c(=O)c2cc(NC(=O)NCc3ccc(Cl)cc3Cl)ccc2n1Cc1ccc(F)cc1 | / | -5 | -1% | / | / | -15% | / | -4 | /
5 | COc1ccc(-n2cnc3c(cnn3CCC#N)c2=N)cc1 | -7% | 0 | 4% | -4% | 9% | -8% | -2% | -1 | 0.3%
6 | COc1ccc(NC(=O)/C=C/c2ccccc2[N+](=O)[O-])c(OC)c1 | -8% | 2 | 3% | -21% | 5% | 0% | 5% | -3 | 2.1%
7 | O=C(Nc1ccc(Cl)cc1)C1CCCN1C(=O)NCc1ccccc1 (configuration not stated) | -3% | 3 | -5% | 1% | 0% | 0% | -14% | -12 | 0.1%
8 | O=Cc1cc(-c2ccccc2)[nH]c1-c1ccccc1 | 6% | -3 | -1% | -26% | -12% | -6% | 6% | -8 | 21%
9 | COc1ccc(CNC(=O)C(=O)N2CCC3(CC2)OCCN3S(=O)(=O)c2ccc(C)cc2)cc1 | -10% | 3 | -5% | -10% | 1% | -3% | -1% | -5 | -0.2%
10 | COc1ccc(C2C3=C(CCCC3=O)Nc3c(-c4ccccc4)c(C)nn32)cc1 (configuration not stated) | 256%[activator] | 9 | -1% | -13% | 6% | -10% | 1% | -2 | 7.4%
11 | O=C(N/N=C/c1ccccn1)c1cc(-c2ccc(Cl)s2)[nH]n1 | -1% | 1 | -2% | -12% | -5% | -9% | 3% | -1 | -0.6%
12 | Cc1ccccc1CNC(=O)C(=O)NCC(c1ccco1)S(=O)(=O)c1ccc(F)cc1 (configuration not stated) | -6%[57.1 µM] | 2 | -1% | ? | -17% | 5% | 0% | -4 | 0.4%
13 | CS(=O)(=O)N(Cc1nc(-c2ccc(F)cc2)no1)c1ccccc1Cl | -3% | -3 | -3% | ? | 7% | 0% | 4% | 6 | 2.0%
14 | Cc1ccc(/C=C2\SC(=S)N(CCC(=O)NNC(=O)c3ccc(O)cc3)C2=O)cc1 | 6% | 0 | -6% | -25% | 4% | -1% | 7% | ? | -2.2%
15 | CC(=O)Nc1nc(C2CC2)cc(-c2ccccc2)c1C#N | 7%[57.1 µM] | -3 | -3% | 4% | 2% | 2% | -12% | -3 | -2.5%
16 | CC(Cn1cnc2ccccc21)C(=O)O (configuration not stated) | 10% | 1 | -5% | -11% | 8% | 0% | -4% | -10 | 0.1%
17 | Cc1cc2nc3ccc(N(C)C)cc3nc2cc1N | -2% | ? | -10% | ? | 17% | 2% | -1% | 18 | /
18 | CCN(CC)CCN1CNC(=S)NC1 | / | -5 | -3% | -2% | 9% | 0% | -5% | -8 | /
19 | CCCOc1ccc(C(=O)NNC(=S)NC(=O)c2cccs2)cc1 | -15% | -3 | ? | -17% | 2% | -3% | -2% | -8 | -1.1%
20 | Cc1nn2c(C)c(C(=O)Nc3ccccc3)cnc2c1C#N | 11% | 1 | -3% | ? | 1% | -4% | 0% | 1 | 0.8%
21 | CCOC(=O)CSc1nc(N)c(C#N)c(-c2ccc(OCC)cc2)c1C#N | 29% | 4 | 3% | -13% | -1% | 1% | -14% | -8 | 1.0%
22 | Cc1cc(=S)c2ccccc2[nH]1 | 3% | 7 | -1% | -10% | -6% | 1% | -3% | 0 | ?
23 | Cc1nc(-c2ccccc2)sc1C1(C)CC(c2c(Cl)cccc2Cl)=NO1 (configuration not stated) | 4% | 2 | -2% | ? | -5%[38.3 µM] | -8% | -2% | -3 | -0.1%
24 | NS(=O)(=O)c1ccc(NC(=O)c2ccccc2C(=O)N2CCCCC2)cc1 | -7% | 3 | -3% | -18% | 8% | 4% | -3% | -3 | 0.3%
25 | O=C(/C=C/c1ccc([N+](=O)[O-])cc1)NCCSCc1ccco1 | -2% | -5 | -2% | -4% | 4% | -7% | 5% | -11 | 6.1%
26 | CCCCc1cc(=O)oc2cc(C)cc(OCC(=O)Nc3ccccn3)c12 | 78%[activator] | -5 | -7% | -13% | 0% | 0% | ? | 0 | 16%
27 | Cc1ccc(CNc2oc(-c3ccco3)nc2S(=O)(=O)c2ccccc2)cc1 | 8% | 4 | 0% | -14% | 0% | -1% | 1% | -1 | 0.7%
28 | O=C(c1cc(COc2ccc(F)cc2F)on1)N1CC2C[C@@H]3CC1C[C@H](C2)C3 | 1% | 5 | 5% | -24% | 1% | 2% | 4% | 0 | 2.9%
29 | Cc1cc(Cl)ccc1NC(=S)NCc1cccs1 | 7% | -3 | -1% | -7% | 4% | 0% | / | -1 | 2.2%
30 | COc1ccc(/C=N\NC(=O)COc2ccccc2Cl)cc1Cn1nc(C)cc1C | 7% | 6 | 14% | -14% | 7% | -8% | -9% | -6 | 0.6%
31 | COc1cccc(NCc2cccn2-c2nnc(N3CCC(C)CC3)s2)c1 | 0% | -10 | -2% | -20% | 15% | 3% | 4% | 10 | -1.5%
32 | CCOc1ccc(CCNC(=O)c2sc3nc4n(c(=O)c3c2C)CCC4)cc1OCC | -6% | -2 | -4% | -12% | 9% | 0% | 0% | 3 | 0.9%
33 | CCCOc1ccc(C2/C(=C(/O)c3ccc(F)cc3)C(=O)C(=O)N2CCCN(C)C)cc1 (configuration not stated) | -8% | -6 | -5% | 2% | 5% | -1% | 5% | -3 | 0.0%
34 | O=C(CSc1nnc(-c2cccs2)n1-c1ccccc1)N1CCCc2ccccc21 | 11% | -1 | -3% | -24% | 7% | -9% | 5% | 2 | 1.8%
35 | COc1cccc(C(=O)Nc2cccc(C(=O)OCc3cc(=O)n4c(C)csc4n3)c2)c1 | -7%[57.1 µM] | 4 | -2% | -9% | 19% | -13% | -2% | 4 | ?
36 | COC(=O)c1cc(C)nc(Nc2nc(C(N)Cc3ccc(F)cc3)cs2)n1 (configuration not stated) | / | 0 | -4% | / | / | 1% | / | -8 | /
37 | O=S(=O)(c1ccccc1)N1CCNc2ccccc21 | -9% | -2 | -1% | 1% | 6% | 1% | -3% | 0 | /
38 | CCOC(=O)C1CCCN(C(=O)Cn2nc(CC)n3c(cc4occc43)c2=O)C1 (configuration not stated) | -5% | -1 | -2% | -10% | 0% | 6% | 2% | 0 | 8.0%
39 | COc1ccc(NC(=O)c2c[nH]n3c(=O)cc(C4CCN(C(=O)OC(C)(C)C)CC4)nc23)cc1Cl | 2% | -2 | -4% | ? | 41µM* | 1% | 1% | -16 | -0.7%
40 | O=C(Cn1nc(C(F)F)cc1C(F)F)NNC(=S)Nc1ccc([N+](=O)[O-])cc1 | 0% | 0 | -3% | -18% | 6% | 7% | 17% | -2 | 0.1%
